Ecoli viability – reduces bacterial viability in AddAB counter-screen; inhibition, % at 11.9 µM; E. coli V3065 growth, OD600 absorbance, 18 h; hit rate 0.27% among 330,000;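 active = inhibition above the campaign's mean inhibition across all tested compounds plus 3 SD, cut at about 9.9% in these data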;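 note: uninfected addAB+ strain grown without phage in ampicillin broth; 0% = DMSO wells and 100% = ciprofloxacin 0.95 µg/ml wells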
HTR5A inv ag – inverse agonist of human HTR5A in OPRM1-OPRD1 counter-screen; HTR5A cell line, luminescence, inverse agonism; inhibition, % at 9.3 µM; hit rate 0.083% among 340,000; AID 504634; in the data active = inhibition mostly above about 23%, no sharp cut-off; inactive = mostly below about 18%;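 note: 0% = cells with DMSO and 100% = no-cell wells with DMSO; some compounds called inactive have numbers as strong as hits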
Target sequence (P47898 whole entry, looked up): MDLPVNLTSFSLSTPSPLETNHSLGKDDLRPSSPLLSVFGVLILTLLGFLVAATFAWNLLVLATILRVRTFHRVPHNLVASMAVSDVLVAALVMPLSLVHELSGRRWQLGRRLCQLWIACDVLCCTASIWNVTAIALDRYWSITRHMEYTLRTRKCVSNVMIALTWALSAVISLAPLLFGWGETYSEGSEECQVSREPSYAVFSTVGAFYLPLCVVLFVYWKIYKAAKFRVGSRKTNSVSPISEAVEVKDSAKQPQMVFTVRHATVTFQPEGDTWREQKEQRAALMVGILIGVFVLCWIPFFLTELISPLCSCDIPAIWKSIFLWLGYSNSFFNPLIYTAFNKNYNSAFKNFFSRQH
PKA-R1A act – PKA-R1A complex activation; PKA-R1A dissociation, Cy5-IP20 fluorescence polarization; scaled: DMSO 0%, 113 µM cGMP 100%; activation, % at 11.4 µM; hit rate 0.083% among 340,000; AID 504707;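 active = percent activation above the mean of all tested compounds plus 3 SD, cut at about 19% in these data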;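 note: higher means more PKAc released from R1A so a rise in polarization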
DAGLB inh – diacylglycerol lipase beta (human) inhibition; HEK293T DAGLB membrane lysate, EnzChek fluorogenic substrate; inhibition, % at 5.17 µM; hit rate 0.059% among 340,000; in the data active = inhibition above about 34%;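 note: 0% = enzyme with vehicle and 100% = wells lacking enzyme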
AddAB inh – less growth of phage-infected E. coli with AddAB | E. coli expressing H. pylori AddAB, absorbance growth | hit rate 0.29% among 330,000 | inhibition, % at 11.9 µM; in the data active = inhibition above about 12%;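 note: 0% = vehicle wells of infected cells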
CDK5 p35 inh – CDK5/p35 (human) kinase inhibition | Q00535+Q15078 | Recombinant CDK5/p35, ADP-Glo luminescence, 60 min | inhibition, % at 10 µM | hit rate 0.01% among 330,000 | AID 488839;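 active = highest replicate inhibition of at least 50% and at least 75% of replicates reaching 50%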;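 note: plate controls were DMSO neutral control for no effect and GW8510 at 10 µM for full effect; many of its hits are not listed in these tables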
Target sequence (Q00535 whole entry, looked up): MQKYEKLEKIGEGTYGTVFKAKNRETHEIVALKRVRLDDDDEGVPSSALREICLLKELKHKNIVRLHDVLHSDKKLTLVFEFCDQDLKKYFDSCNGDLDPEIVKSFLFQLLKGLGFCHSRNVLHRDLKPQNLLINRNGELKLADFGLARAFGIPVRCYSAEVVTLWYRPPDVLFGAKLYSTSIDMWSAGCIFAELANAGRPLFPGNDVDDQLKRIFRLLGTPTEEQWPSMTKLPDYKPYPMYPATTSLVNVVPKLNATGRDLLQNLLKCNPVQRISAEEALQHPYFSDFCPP
Target sequence (Q15078 whole entry, looked up): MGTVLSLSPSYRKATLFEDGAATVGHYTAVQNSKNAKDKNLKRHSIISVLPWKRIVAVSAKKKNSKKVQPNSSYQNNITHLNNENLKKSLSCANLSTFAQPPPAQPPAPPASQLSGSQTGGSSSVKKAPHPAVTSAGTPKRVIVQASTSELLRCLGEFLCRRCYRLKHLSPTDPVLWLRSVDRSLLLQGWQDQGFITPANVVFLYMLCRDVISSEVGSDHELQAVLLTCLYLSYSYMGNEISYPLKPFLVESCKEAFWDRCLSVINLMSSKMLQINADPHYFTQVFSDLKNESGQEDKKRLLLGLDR
PKA-R2B activ – PKA-R2B complex activation | PKA-R2B holoenzyme dissociation, Cy5-IP20 fluorescence polarization; R2B truncated from residue 108, S112A mutant; 0% DMSO only, 100% 113 µM cGMP | activation, % at 11.4 µM | hit rate 0.079% among 340,000 | P22694+P31323;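 active = activation above a cutoff set at the mean over all compounds plus 3 SD, cut at about 18% in these data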;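 note: higher means more holoenzyme dissociation and a rise in polarization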
SUMO Mot1 rescue – inhibitors of SUMOylation pathway: yeast Mot1-301 growth rescue; S. cerevisiae Mot1-301 growth rescue, ATP luminescence, 38.5C; percent above DMSO median, 100 means doubled; growth rescue, % at 18.8 µM; hit rate 1% among 320,000;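 active = every valid replicate shows activation above 250% relative to neutral control wells; inactive = the rest, any valid replicate at or below 250%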;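 note: OY570 slx delta 5 strain wells were the positive control but not used for scaling; some compounds called inactive have numbers as strong as hits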
phage Ecoli inh – E. coli growth loss with phage present | growth absorbance | inhibition, % at 11.9 µM | hit rate 0.26% among 360,000; in the data active = inhibition above about 11%
Tat export inh – blocks Tat-dependent protein export in E. coli; E. coli MC4100 TorA-mCherry Tat export, fluorescence; inhibition, % at 10 µM; hit rate 0.036% among 340,000;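 active = mean replicate inhibition at least 50% and at least half of replicates individually reaching 50%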;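 note: exported cargo escapes ClpAP degradation while cytoplasmic cargo is degraded and loses fluorescence; 0% = median of neutral control wells and 100% = median of NaSCN control wells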
HTR5A ag ctr – activates human HTR5A in OPRM1-OPRD1 agonist counter-screen; hit rate 0.61% among 340,000; AID 504692; HTR5A agonist assay, luminescence, cell-based; P47898; activation, % at 9.3 µM; in the data active = activation mostly above about 9.5%, no sharp cut-off; inactive = mostly below about 7.6%;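 note: 0% = cells with vehicle only and 100% = reference agonist; strong numbers were not always called active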
An asterisk follows results filed as active; . = not tested or not shown. This is a random part of the collection, and some 2.3% of all compounds hit somewhere here.

entry	mol	SUMO Mot1 rescue	phage Ecoli inh	AddAB inh	CDK5 p35 inh	DAGLB inh	HTR5A inv ag	Tat export inh	HTR5A ag ctr	PKA-R2B activ	Ecoli viability	PKA-R1A act
1	O=C1NN(c2ccc(F)cc2)C(=O)/C1=C/c1cccs1	85	5.2	0.9	-8.1	6	6	-1	-2	3	1.6	-9
2	Cc1ccc(Nc2nc(N3CCOCC3)nc(N3CCOCC3)n2)cc1C	-18	0.8	2.9	-0.6	0	18	1	-1	9	-2.7	16
3	COc1ccc(-c2nnc(-c3cccnc3)o2)cc1	3	0.5	0.8	0.7	-1	5	-7	1	6	-4.5	-7
4	Cc1ccc(CCNC(=O)C2CCN(S(=O)(=O)c3cccc4nsnc34)CC2)cc1	157	3.5	0.5	-0.4	3	47*	2	-13	-7	1.1	-17
5	Cc1[nH]c(=O)[nH]c(=O)c1S(=O)(=O)N1CCCC1	24	-1.4	2.9	-1.4	-3	19	0	2	-9	1.4	-3
6	CCn1c(=O)c(CCC(=O)NCC2CCCO2)c(C)c2c(C)nn(-c3ccccc3)c21 (stereo not drawn)	175	-1.1	0.5	-0.8	-2	8	3	5	0	0.6	2
7	CCOC(=O)c1c(/N=C/N(C)C)sc(C=O)c1-c1ccccc1	-13	4.9	0.5	3.7	1	16	1	4	2	0.8	0
8	Nc1ccc2nc(C(F)(F)F)[nH]c2c1	-3	0.1	1.7	-0.4	0	26	-2	2	3	0.0	7
9	COc1ccc([C@@H]2Sc3ccccc3NC(=O)[C@@H]2O)cc1	4	0.6	6.5	1.7	3	5	-1	-3	-6	-0.8	-1
10	Nc1ccc(Sc2cnn(-c3ccccc3)c(=O)c2Cl)cc1	63	2.7	0.2	0.8	0	0	0	-2	-6	1.0	-6
11	O=C(CSc1nc2c(cnn2-c2ccccc2)c(=O)[nH]1)N1N=C(c2cccs2)CC1c1ccc(F)cc1 (stereo not drawn)	8	1.2	0.3	0.4	0	-27	-1	9	12	0.1	-20
12	Cc1cccn2c(=O)c3cc(C(=O)NC4CCCCC4)c(=N)n(Cc4ccccc4)c3nc12	-1	-0.2	-1.5	1.6	0	2	7	-5	3	0.2	7
13	CC1CCCN(Cc2ccc(OCc3ccccc3)cc2)C1 (stereo not drawn)	207	3.5	2.5	2.4	-1	3	-2	-1	4	-0.3	-2
14	Cc1cccc(NC(=O)c2ccccc2O)c1C	2	5.9	3.7	-1.6	-3	14	1	1	3	2.2	-4
15	Cc1ccc(C)c(NC(=O)CCN2CCN(C)CC2)c1	3	0.2	1.6	-1.1	-3	-1	0	1	0	-1.0	0
16	CN(CC(=O)Nc1ccccc1N1CCOCC1)CC(=O)Nc1ccc(F)c(F)c1F	-3	4.0	7.9	0.7	1	7	25	-3	-2	0.6	-2
17	CN(C)S(=O)(=O)c1cccc(NC(=O)COC(=O)CNC(=O)c2cccc([N+](=O)[O-])c2)c1	13	0.5	0.0	1.1	1	-16	3	-5	5	-0.7	0
18	O=c1[nH]cnc2c1ccn2C1OC(CO)C(O)C1O (stereo not drawn)	.	6.9	.	-1.4	-1	18	-1	1	-7	.	-8
19	O=C(Nc1ccc(Cl)c([N+](=O)[O-])c1)c1ccc(NCCCN2CCOCC2)c([N+](=O)[O-])c1	406	2.4	0.2	-2.1	-1	6	-12	0	-10	0.8	-4
20	CCOc1ccc(Nc2oc(-c3cccc(Cl)c3)nc2C#N)cc1	17	3.5	2.5	-1.1	2	-26	-17	2	2	0.7	-1
21	Cc1ccc(CSc2ccc(S(=O)(=O)N3CCCC3)cn2)cc1	22	-3.0	-0.1	0.5	-7	-4	15	2	-11	-1.4	-15
22	Cc1c(/C(O)=C2\C(=O)C(=O)N(CCCN(C)C)C2c2ccco2)cnn1-c1ccccc1 (stereo not drawn)	.	2.9	.	-1.9	-2	-2	5	-2	-5	.	-10
23	Cc1cc(C)nc(NNS(=O)(=O)c2ccc(Cl)cc2)n1	-9	3.0	-2.1	1.3	-3	13	-4	-3	-8	-0.7	5
24	Cc1[nH]n(-c2ccccc2)c(=O)c1C=Nc1ccc(S(=O)(=O)N=C(N)N)cc1	-8	1.4	0.6	0.4	-3	-12	-5	5	-11	4.1	0
25	NC(=O)CSc1nnc(-c2ccc(S(=O)(=O)N3CCCC3)cc2)n1CC1CCCO1 (stereo not drawn)	-10	4.8	0.3	-0.1	-3	-3	3	3	2	-0.2	1
26	CN(C)CCCN(C(=O)c1cc2ccccc2oc1=O)c1nc2ccc(F)cc2s1	188	3.6	0.2	0.0	-2	4	14	6	-6	0.2	-9
27	COc1ccc(S(=O)(=O)NCc2ccccn2)cc1	-4	2.8	2.7	-0.4	3	8	0	-3	5	-1.5	-4
28	CCC(=O)Nc1cccc(C(=O)OCc2cccc([N+](=O)[O-])c2)c1	.	1.9	.	0.1	-1	12	-5	-5	-3	.	-13
29	Cc1cc2c(=O)n(C)c(SCC(=O)NC3CCCC3)nc2s1	23	1.1	-0.6	2.6	0	9	-15	7	-13	0.4	-5
30	Cc1ccc2c(c1)N(CC(=O)NCC1CCCO1)C(=O)CO2 (stereo not drawn)	346*	-1.4	2.6	2.9	3	-10	6	3	0	0.4	-1
31	O=[N+]([O-])c1ccc(/C=N/n2cnc3ccccc32)s1	378*	7.0	15*	0.2	3	-18	-25	2	4	9.4	4
32	CCN(CC)C(=O)Cn1nc(-c2ccccc2O)nc1SCC(=O)Nc1ccc(OC)cc1	2	1.6	-0.9	0.8	-2	-18	12	-2	-9	-2.0	-6
33	Cc1cccc(Nc2ccc([N+](=O)[O-])cn2)c1	6	5.6	.	4.4	-2	21	6	0	7	.	-12
34	CN1CCN(C2Cc3cc(Cl)ccc3Sc3cc(F)ccc32)CC1 (stereo not drawn)	-66	-1.7	2.1	1.3	2	17	1	5	0	-3.1	8
35	Cc1cc2cc3c(cc2nc1SCC(=O)Nc1c(C)cccc1C)CCC3	-13	2.0	2.1	-3.4	-4	11	7	-4	-6	1.9	5
36	COc1ccccc1CNC(=O)CCC(=O)N1CCOc2ccc(Cl)cc21	22	3.5	-4.2	1.9	1	-42	1	14	4	-1.4	-2
37	CCc1ccc(-n2c(O)cnc2Nc2nc(C)cc(C)n2)cc1	19	0.5	0.8	-1.5	-5	-13	-3	4	3	-1.0	-4
38	CCOc1ccccc1NC(=O)CCCNC(=O)Cn1cnc2sc(C)c(C)c2c1=O	13	1.3	-0.2	-10.0	2	2	30	-1	0	1.1	0
39	COc1cc(CNCCc2ccc(S(N)(=O)=O)cc2)ccc1OCC(=O)NC1CCCCC1	8	-3.1	1.6	-0.3	2	-25	-1	-3	6	-1.5	3
40	Cc1sc2nc(CSCC(=O)Nc3cc(F)ccc3F)[nH]c(=O)c2c1C	109	-0.6	-0.5	-0.3	-1	-8	4	3	2	-1.8	12
41	O=C(Cc1sc(Nc2ccccc2)nc1-c1ccccc1)NCc1ccccc1	4	1.7	5.4	0.0	-4	-18	6	-2	-2	1.7	-1
42	CC(C)Oc1ccc(CNS(=O)(=O)c2csc(C(N)=O)c2)cc1	-6	3.8	0.9	.	-4	-12	0	1	-1	0.2	7
43	Cc1ccc(N2C(=O)c3ccc(C(=O)N4CCN(c5ccc(C)c(C)c5)CC4)cc3C2=O)cc1	1	1.1	-0.9	-0.6	0	-1	-10	0	-1	-3.0	-12
44	CCOC(=O)N1CCN(C(=O)Cc2ccsc2)CC1	.	3.3	-0.3	-1.6	0	1	0	0	-4	-2.8	-4
45	CS(=O)(=O)N(CC(=O)Nc1ccccc1)Cc1ccc(Cl)cc1	.	1.9	1.0	-1.7	-1	14	1	0	-6	1.2	-8
46	COc1cc(NC(=O)c2ccccc2)c(OC)cc1NC(=O)CN1CCOCC1	-21	0.5	-3.4	0.8	-6	-17	-1	6	-10	2.5	0
47	COCCCn1c(SCC(=O)N2CC(=O)Nc3ccccc32)nnc1-c1ccoc1C	-33	1.8	-2.1	1.4	-1	-18	5	-1	-6	-0.3	-9
48	O=C(CNC(=S)N(Cc1ccccc1Cl)C1CCCC1)NCCN1CCOCC1	482	0.0	3.7	-0.7	0	7	4	4	3	-0.3	-5
49	O=C(COc1ccc(S(=O)(=O)N2CCCC2)cc1Cl)NC1CC1	11	4.0	1.6	-0.9	-2	15	0	5	4	1.4	-6
50	CCOC(=O)c1c(CN2CCNCC2)nc2ccc(Cl)cc2c1-c1ccccc1	.	1.9	.	-1.2	0	1	5	0	3	.	9
51	C[C@H](NC(=O)c1nc[nH]c1C(=O)N1CCc2ccccc2C1)C(=O)OC(C)(C)C	1	3.3	1.3	-2.2	1	10	-1	-1	-7	-3.1	3
52	O=C(Cc1ccc(NC(=O)C2CCN(C(=O)C3CC3)CC2)cc1)Nc1cccc(C(=O)N2CCCC2)c1	.	3.1	.	1.4	-2	-9	0	2	8	.	-12
53	O=c1c2c3c(sc2nc2n1CCCC2)CCCCC3	-10	0.4	-0.5	-0.2	-8	-1	-3	0	-6	-1.1	-3
54	CN1CCC2CC1c1cc(-c3ccc(C(F)(F)F)cc3)ccc12 (stereo not drawn)	.	2.6	.	-2.7	0	5	-10	-1	5	.	-2
55	Cc1cc(=O)n2nc(N3CCC(C(=O)NC4CCCc5ccccc54)CC3)sc2n1 (stereo not drawn)	-2	-0.1	-2.4	1.1	0	4	6	-1	-5	-2.0	9

Screening data (PubChem)
